Bioassay records: PubChem, NCI
Growth percent in the NCI-60 one-dose screen (48 h, 10 µM unless noted): 100 = growth as untreated, 0 = no growth, -100 = all killed.
SF-539 – SF-539 CNS cancer. actives 6.8% (n = 81,000). AID 1794752
KM12 – KM12 colon cancer cells | actives 5% (n = 82,000)
SNB-75 – SNB-75 CNS cancer; actives 5% (n = 79,000)
SF-295 – SF-295 CNS cancer cells. actives 5.6% (n = 79,000). AID 1794758
SNB-19 – SNB-19 CNS cancer cells. actives 2.5% (n = 81,000). AID 1794751
HT29 – HT29 colon cancer | AID 1794748 | actives 7.4% (n = 81,000)
HCC-2998 – HCC-2998 colon cancer | actives 4.7% (n = 79,000) | AID 1794799
SW-620 – SW-620 colon cancer; actives 5.2% (n = 82,000); AID 1794795
SF-268 – SF-268 CNS cancer cells. actives 3.1% (n = 82,000)
* hit, by the source's call. How the source made its calls: active means growth percent below 10; inactive means the rest.

Start of the listing, in advance:
Screening C=C(C)[C@@H]1CC[C@]2(C(=O)N=C=S)CC[C@]3(C)[C@H](CC[C@@H]4[C@@]5(C)CCC(=O)C(C)(C)[C@@H]5CC[C@]43C)[C@@H]12 returned SF-539 32, KM12 21, SNB-75 44, SF-295 36, SNB-19 28, HT29 15, HCC-2998 43, SW-620 29 and SF-268 36.
`Cc1ccc(C)c(N)c1` gave SF-539 91, KM12 111, SNB-75 97, SF-295 115, SNB-19 94, HT29 101, HCC-2998 103, SW-620 104 and SF-268 101.

The whole of this part (from the top)
Screening C=C(C)[C@@H]1CC[C@]2(C(=O)N=C=S)CC[C@]3(C)[C@H](CC[C@@H]4[C@@]5(C)CCC(=O)C(C)(C)[C@@H]5CC[C@]43C)[C@@H]12 returned SF-539 32, KM12 21, SNB-75 44, SF-295 36, SNB-19 28, HT29 15, HCC-2998 43, SW-620 29 and SF-268 36.
`Cc1ccc(C)c(N)c1` gave SF-539 91, KM12 111, SNB-75 97, SF-295 115, SNB-19 94, HT29 101, HCC-2998 103, SW-620 104 and SF-268 101.
`Cc1ccc(C(=O)CSc2nc3ccccc3c(=O)n2CCc2ccc(S(N)(=O)=O)cc2)cc1` gave SF-539 100, KM12 97, SNB-75 92, SF-295 99, SNB-19 104, HT29 104, HCC-2998 108, SW-620 106 and SF-268 100.
COc1cc(NCCCCN=C(N)N)c2ncccc2c1 was read as KM12 48, SNB-75 49, SF-295 87, SNB-19 81, HT29 80, HCC-2998 84, SW-620 81 and SF-268 30.
C=CC[C@@H]1/C=C(\C)C[C@H](C)C[C@H](OC)[C@H]2O[C@@](O)(C(=O)C(=O)N3CCCC[C@H]3C(=O)O[C@H](/C(C)=C/[C@@H]3CC[C@@H](O)[C@H](OC)C3)[C@H](C)[C@@H](O)CC1=O)[C@H](C)C[C@@H]2OC was read as SF-539 114, KM12 99, SNB-75 102, SF-295 88, SNB-19 90, HT29 88, HCC-2998 99, SW-620 105 and SF-268 108.
For CCCCS(=O)(=O)NC(=O)Nc1ccc(Cl)cc1 the results were SF-539 88, KM12 84, SNB-75 77, SF-295 74, SNB-19 99, HT29 86, HCC-2998 98, SW-620 84 and SF-268 78.
For C#CCN=C[C@]12CCC(C)(C)C[C@H]1C1=CC[C@@H]3[C@@]4(C)CCC(=O)C(C)(C)[C@@H]4CC[C@@]3(C)[C@]1(C)CC2 the results were SF-539 90, KM12 87, SNB-75 84, SF-295 88, SNB-19 88, HT29 114, HCC-2998 109, SW-620 100 and SF-268 91.
`CC(=O)Nc1cccc(-c2[nH]c3ccccc3c2C=C(C#N)C#N)c1` gave SF-539 96, KM12 79, SNB-75 72, SF-295 94, SNB-19 96, HT29 97, HCC-2998 107, SW-620 97 and SF-268 90.
[2H]C([2H])([2H])Oc1ccc2ncc(C#Cc3cncc(C(=O)Nc4ccc(CN5CCN(C)CC5)c(C(F)(F)F)c4)c3)n2n1 was read as SF-539 -90*, KM12 -94*, SNB-75 -66*, SF-295 -77*, SNB-19 -58*, HT29 -53*, HCC-2998 -85*, SW-620 -68* and SF-268 -43*.
`CC1=CC=CC(C)C(=O)N1` (configuration not stated) gave SF-539 98, KM12 105, SNB-75 84, SF-295 100, SNB-19 110, HT29 115, SW-620 107 and SF-268 102.
`Cn1cc(-c2csc(-c3ccc(Cl)cc3)n2)c2ccccc21` gave SF-539 103, KM12 94, SNB-75 101, SF-295 123, SNB-19 97, HT29 97, HCC-2998 99, SW-620 127 and SF-268 92.
`CC(C)c1c[nH]c(=O)[nH]c1=O` gave SF-539 104, KM12 120, SNB-75 92, SF-295 92, SNB-19 104, HT29 105, HCC-2998 124, SW-620 113 and SF-268 109.
CC(=O)N1c2ccc(C)cc2Sc2c1ccc1ccccc21 was read as SF-539 91, KM12 98, SNB-75 86, SF-295 85, SNB-19 98, HT29 101, HCC-2998 91, SW-620 97 and SF-268 94.
COc1cc2oc(-c3cccc(NC(=O)c4ccc5c(c4)OCO5)c3)cc(=O)c2c(O)c1OC was read as SF-539 23, KM12 99, SNB-75 52, SF-295 81, SNB-19 66, HT29 84, HCC-2998 90, SW-620 101 and SF-268 67.
CC1=CC(=O)C2=C(C)CC(OC(=O)CCc3ccccc3)[C@@H]3[C@H](OC(=O)[C@@H]3C)[C@@H]12 (some centres not stated) was read as SF-539 94, KM12 91, SNB-75 96, SF-295 91, SNB-19 94, HT29 78, HCC-2998 102, SW-620 97 and SF-268 99.
Cc1c(O)cc(-c2cnc(N/N=C/c3ccccc3)s2)c(O)c1C was read as SF-539 100, KM12 91, SNB-75 98, SF-295 103, SNB-19 105, HT29 104, HCC-2998 131, SW-620 113 and SF-268 92.
Cn1c(=O)c2c(nc(Sc3nc(-c4ccc(F)cc4)c(C#N)c(=O)[nH]3)n2Cc2ccc(F)cc2)n(C)c1=O was read as SF-539 96, KM12 101, SNB-75 88, SF-295 98, SNB-19 93, HT29 101, HCC-2998 104, SW-620 90 and SF-268 92.
For CCC(=O)c1cccc(-c2ccccc2)c1CC the results were SF-539 103, KM12 108, SNB-75 79, SF-295 108, SNB-19 99, HT29 112, SW-620 97 and SF-268 101.
Screening CCN(CC)c1ccc(N2C(=O)/C(=C/c3cccs3)SC2=S)cc1 returned SF-539 94, KM12 100, SNB-75 94, SF-295 100, SNB-19 95, HT29 101, HCC-2998 110, SW-620 103 and SF-268 92.
Nc1ccc(Cl)c2cccnc12 was read as SF-539 88, KM12 92, SNB-75 58, SF-295 109, SNB-19 98, HT29 104, HCC-2998 97, SW-620 112 and SF-268 82.
`CCCCCCCCSc1nnc(-c2c(C)nc3ccc(Cl)cn23)o1` gave SF-539 91, KM12 101, SNB-75 98, SF-295 87, SNB-19 97, HT29 94, HCC-2998 102, SW-620 103 and SF-268 96.
`COc1cc(-c2cc(-c3ccc(Cl)cc3)nc(N)c2C#N)cc(OC)c1OC` gave SF-539 73, KM12 99, SNB-75 67, SF-295 87, SNB-19 94, HT29 91, HCC-2998 98, SW-620 96 and SF-268 69.
Screening C=C1CCC2C3(C)COC(c4ccc(N(C)C)cc4)OC3CCC2(C)C1C/C=C1/C(=O)OCC1O (configuration not stated) returned SF-539 99, KM12 55, SNB-75 74, SF-295 96, SNB-19 86, HCC-2998 112, SW-620 26 and SF-268 75.
CCCC(C)C(CC)(C(=O)OCC)C(=O)OCC (configuration not stated) was read as SF-539 101, KM12 101, SF-295 98, SNB-19 101, HT29 94, HCC-2998 91, SW-620 93 and SF-268 101.
O=C(/C=C/c1cccc(Br)c1)c1ccc(Nc2nc(N3CCCCC3)nc(N3CCCCC3)n2)cc1 was read as SF-539 107, KM12 104, SNB-75 105, SF-295 101, SNB-19 102, HT29 100, HCC-2998 106, SW-620 105 and SF-268 105.
For N=C(N)c1ccc(-c2cccs2)cn1 the results were SF-539 91, KM12 99, SF-295 99, SNB-19 92, HT29 107, HCC-2998 103, SW-620 75 and SF-268 90.
CC(=O)c1ccccc1N was read as SF-539 104, KM12 105, SNB-75 86, SF-295 105, SNB-19 101, HT29 106, HCC-2998 115, SW-620 94 and SF-268 97.
O=C(Nc1ccc(F)cc1)N1CCOCC1 was read as SF-539 102, KM12 98, SNB-75 122, SF-295 105, SNB-19 107, HT29 103, HCC-2998 120, SW-620 111 and SF-268 103.
O=S(=O)(c1ccc2c(c1)CCCN2)N1CCC[C@H]2CCCC[C@@H]21 was read as SF-539 100, KM12 91, SNB-75 100, SF-295 98, SNB-19 85, HT29 107, HCC-2998 94, SW-620 106 and SF-268 96.
Screening CC(C)CC(=O)NS(=O)(=O)c1ccccc1 returned SF-539 104, KM12 104, SNB-75 89, SF-295 97, SNB-19 120, HT29 106, HCC-2998 105, SW-620 105 and SF-268 101.
`O=C1C2CCC(C2)C1CN1CCOCC1` (configuration not stated) gave SF-539 101, KM12 114, SNB-75 108, SF-295 99, SNB-19 107, HT29 105, HCC-2998 108, SW-620 116 and SF-268 116.
COc1cc2c(cc1OC)=NC(=O)/C(=C\c1sc(=O)[nH]c1O)C=2 was read as SF-539 106, KM12 101, SNB-75 96, SF-295 104, SNB-19 97, HT29 103, HCC-2998 105, SW-620 99 and SF-268 99.
For COC(=O)[C@@H](Cc1ccccc1)NC(=O)[C@H](CCSC)NC(=O)[C@@H]1CCCN1C(=O)CNC(=O)[C@H](C)NC(=O)OCc1ccccc1 the results were SF-539 106, KM12 106, SNB-75 82, SF-295 100, SNB-19 97, HT29 103, HCC-2998 98, SW-620 103 and SF-268 99.
Screening O=[N+]([O-])c1ccc2c(c1)/C(=N\O)c1cc(F)ccc1-2 returned SF-539 92, KM12 96, SNB-75 92, SF-295 75, SNB-19 98, HT29 91, HCC-2998 101, SW-620 104 and SF-268 99.
For Cc1cccc(NC(=O)c2sc3nc4c(cc3c2N)CN(Cc2ccccc2)CC4)c1 the results were SF-539 80, KM12 96, SNB-75 101, SF-295 110, SNB-19 110, HT29 100, HCC-2998 104, SW-620 97 and SF-268 103.
Screening COc1ccc2c(C3(c4cn(C)c5cc(OC)ccc45)C(=O)Nc4ccc(Cl)cc43)cn(C)c2c1 returned SF-539 88, KM12 43, SNB-75 61, SF-295 66, SNB-19 95, HT29 67, HCC-2998 83, SW-620 72 and SF-268 51.

5 records picked at random from the list so far, as already listed:
Screening CC(C)CC(=O)NS(=O)(=O)c1ccccc1 returned SF-539 104, KM12 104, SNB-75 89, SF-295 97, SNB-19 120, HT29 106, HCC-2998 105, SW-620 105 and SF-268 101.
O=C(/C=C/c1cccc(Br)c1)c1ccc(Nc2nc(N3CCCCC3)nc(N3CCCCC3)n2)cc1 was read as SF-539 107, KM12 104, SNB-75 105, SF-295 101, SNB-19 102, HT29 100, HCC-2998 106, SW-620 105 and SF-268 105.
O=C(Nc1ccc(F)cc1)N1CCOCC1 was read as SF-539 102, KM12 98, SNB-75 122, SF-295 105, SNB-19 107, HT29 103, HCC-2998 120, SW-620 111 and SF-268 103.
Screening O=[N+]([O-])c1ccc2c(c1)/C(=N\O)c1cc(F)ccc1-2 returned SF-539 92, KM12 96, SNB-75 92, SF-295 75, SNB-19 98, HT29 91, HCC-2998 101, SW-620 104 and SF-268 99.
`O=C1C2CCC(C2)C1CN1CCOCC1` (configuration not stated) gave SF-539 101, KM12 114, SNB-75 108, SF-295 99, SNB-19 107, HT29 105, HCC-2998 108, SW-620 116 and SF-268 116.

Next part:
Screening COc1ccc(OC)c(/C=C/C(=O)N/N=C/c2ccc(Cl)cc2)c1 returned SF-539 -43*, KM12 18, SNB-75 44, SF-295 32, SNB-19 23, HT29 6.5*, HCC-2998 2.3*, SW-620 20 and SF-268 33.
Screening NC(=O)/C=C/c1ccccc1 returned SF-539 106, KM12 112, SF-295 118, SNB-19 106, HT29 118, HCC-2998 112, SW-620 111 and SF-268 110.
Screening Oc1ccc(-c2nc3ccc(/C(=N\N=C\c4ccc(Cl)cc4)c4ccccc4)cc3[nH]2)cc1 returned SF-539 87, KM12 74, SNB-75 93, SF-295 83, SNB-19 92, HT29 75, HCC-2998 92, SW-620 89 and SF-268 91.
For Nc1ccc(OCC(=O)N2CCOCC2)c(Cl)c1 the results were SF-539 98, KM12 103, SNB-75 92, SF-295 92, SNB-19 115, HT29 95, HCC-2998 108, SW-620 105 and SF-268 100.
`COc1ccc(NC(=O)CSc2nc3ccccc3c(=O)n2CCc2ccccc2)cc1` gave SF-539 79, KM12 84, SNB-75 29, SF-295 91, SNB-19 59, HT29 110, HCC-2998 106, SW-620 89 and SF-268 54.
`COc1nc2ccc(C)cc2cc1/C=[N+](\[O-])c1ccccc1` gave SF-539 90, KM12 90, SNB-75 79, SF-295 90, SNB-19 87, HT29 95, HCC-2998 98, SW-620 50 and SF-268 86.
`COc1cc(C(=O)/C=C/c2c(C)n([O-])c3ccc(C(F)(F)F)cc3[n+]2=O)cc(OC)c1OC` gave SF-539 96, KM12 91, SF-295 105, SNB-19 91, HT29 5.7*, HCC-2998 105, SW-620 26 and SF-268 96.
Screening CCc1c2ccccc2c(CC)c2ccccc12 returned SF-539 96, KM12 106, SNB-75 88, SF-295 99, SNB-19 101, HT29 92, HCC-2998 100, SW-620 94 and SF-268 104.
Screening COc1c2c(c(CN3CCOCC3)c3occc13)O/C(=C/c1ccccc1)C2=O returned SF-539 104, KM12 98, SNB-75 105, SF-295 106, SNB-19 96, HT29 99, HCC-2998 112, SW-620 98 and SF-268 100.
For Cc1cc(=O)[nH]c2nc3ccccc3n12 the results were SF-539 91, KM12 106, SNB-75 84, SNB-19 99, HT29 107, HCC-2998 115, SW-620 111 and SF-268 109.
For O=C(O)C(O)c1ccc(Br)cc1 (configuration not stated) the results were SF-539 107, KM12 112, SNB-75 116, SF-295 115, SNB-19 104, HT29 82, HCC-2998 102, SW-620 109 and SF-268 114.
`Clc1cc(Cl)cc(Cl)c1` gave SF-539 97, KM12 96, SNB-75 95, SF-295 105, SNB-19 105, HT29 105, HCC-2998 105 and SF-268 101.
Screening CC1=C(C)C(=O)C(N2CCN(C(C)C)CC2)=CC1=O returned SF-539 102, KM12 108, SNB-75 92, SF-295 110, SNB-19 104, HT29 114, HCC-2998 107, SW-620 107 and SF-268 101.
For C/C=C/C1OCCC(C)O1 (configuration not stated) the results were SF-539 93, KM12 102, SNB-75 103, SF-295 95, SNB-19 106, HT29 98, HCC-2998 107, SW-620 105 and SF-268 103.
`CNCCn1c2ccccc2c2nc3cc(C)c(C)cc3nc21` gave SF-539 88, KM12 86, SNB-75 42, SF-295 74, SNB-19 86, HT29 94, HCC-2998 89, SW-620 63 and SF-268 85.
`c1ccc(COC(c2ccccc2)(c2ccccc2)c2ccccc2)cc1` gave SF-539 112, KM12 88, SNB-75 103, SF-295 90, SNB-19 98, HT29 74, SW-620 91 and SF-268 91.
O=[N+]([O-])c1ccc(S(=O)(=O)c2ccc([N+](=O)[O-])cc2)cc1 was read as SF-539 115, KM12 114, SNB-75 87, SF-295 123, SNB-19 109, HT29 112, HCC-2998 110, SW-620 122 and SF-268 112.

No enrichment for hits; any-hit rate near 11%.
